Akt phos inh: HTS Assay for Inhibitors of Akt Phophorylation: Primary Screen; Neuro2A IGF-stimulated pAkt S473 HTRF, 20 min; stronger effect = lower value; activity change, % for hits at 50 µM; 360,000 compounds, 0.32% hits; AID 651550, 2012; in the data active = activity change below about -80%; inconclusive = mostly about -51% to -80%; also: % is scaled to controls: 0 for no effect and ±100 for the full control effect
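Neuro2A cells in DMEM with 0.5% FBS, overnight at 37 deg C, given compound at single 50 µM final, then IGF (6 nM final) for 20 min at 37 deg C. Lysed; phospho-Akt Ser473 by HTRF after 24 h, 665/615 ratio.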
D3 ag: qHTS of D3 Dopamine Receptor Agonist: qHTS. 410,000 compounds, 0.58% hits. D3R DiscoveRx beta-arrestin cells, luminescence, 90 min. max activation, %; in the data active = max activation above about 30%; also: 0% is about no effect; mostly tested at two doses, the higher about 12 µM
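Agonist-mode cell screen: cells plated at 1500/well and incubated overnight at 37 °C, then exposed to library compounds for 90 min at 37 °C. Detection reagent was added for 30–60 min at room temperature, and luminescence was read.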
EPAC2 ag: qHTS for Agonist of cAMP-regulated guanine nucleotide exchange factor 4 (EPAC2): primary screen. Rap guanine nucleotide exchange factor 4 (Homo sapiens), Q8WZA2. EPAC2 activation, biochemical qHTS; response scale: 100% = 6.5 mM cAMP response. Potency, µM (series often up to 154 µM), for inactives: at the highest dose activation, actives largely listed as activators. 360,000 compounds, 0.079% hits; also: potency is read from the fitted curve at half-maximal effect; nearly all actives have a fitted effect of over 50% in size
Target sequence (Q8WZA2 whole entry, looked up): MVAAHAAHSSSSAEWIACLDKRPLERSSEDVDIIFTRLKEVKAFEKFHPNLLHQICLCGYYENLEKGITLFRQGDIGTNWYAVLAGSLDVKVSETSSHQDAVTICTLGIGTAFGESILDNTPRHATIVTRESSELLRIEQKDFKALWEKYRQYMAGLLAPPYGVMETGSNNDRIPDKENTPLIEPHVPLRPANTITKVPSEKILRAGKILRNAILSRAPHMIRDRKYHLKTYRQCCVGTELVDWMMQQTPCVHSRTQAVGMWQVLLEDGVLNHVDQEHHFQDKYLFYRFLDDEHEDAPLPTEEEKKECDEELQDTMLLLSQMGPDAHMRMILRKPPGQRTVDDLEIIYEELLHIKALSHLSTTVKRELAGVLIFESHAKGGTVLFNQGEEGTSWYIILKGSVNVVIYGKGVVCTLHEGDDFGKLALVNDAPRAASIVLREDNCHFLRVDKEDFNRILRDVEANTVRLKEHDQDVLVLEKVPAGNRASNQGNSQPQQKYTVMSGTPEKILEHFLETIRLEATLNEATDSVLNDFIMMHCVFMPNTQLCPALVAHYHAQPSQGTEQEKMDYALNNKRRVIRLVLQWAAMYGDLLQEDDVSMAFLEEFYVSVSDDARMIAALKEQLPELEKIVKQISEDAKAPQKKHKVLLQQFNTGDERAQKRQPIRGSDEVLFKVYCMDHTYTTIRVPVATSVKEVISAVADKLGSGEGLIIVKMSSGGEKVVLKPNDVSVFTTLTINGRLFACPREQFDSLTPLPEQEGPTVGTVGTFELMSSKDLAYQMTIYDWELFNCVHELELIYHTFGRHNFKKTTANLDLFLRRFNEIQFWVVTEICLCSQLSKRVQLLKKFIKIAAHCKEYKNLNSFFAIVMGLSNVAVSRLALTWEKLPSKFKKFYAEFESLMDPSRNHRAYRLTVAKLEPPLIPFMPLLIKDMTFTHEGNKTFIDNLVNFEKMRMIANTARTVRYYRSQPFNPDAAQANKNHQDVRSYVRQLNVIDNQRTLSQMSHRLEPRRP
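Each well held 100 nM EPAC2, 250 nM RAP1B-BODIPY-GDP and 50 uM GDP. Fluorescence, read at 5-min intervals to 30 min, was referenced to a 6.5 mM cAMP positive control.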
CCT chaperon mod: High-Throughput Screening for Modulators of Cytosolic Chaperonin Activity; AID 651819, 2012; purified chaperonin ATPase assay, HTRF ADP detection, 30 min; 360,000 compounds, 0.3% hits; activity change, % (concentration not given with the values), hits read low; in the data active = activity change below about -30%; also: % is scaled to controls: 0 for no effect and ±100 for the full control effect
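Nucleotide hydrolysis assay: TRiC at 20–40 nM final (set by batch activity) with 10 uM ATP, 30 min at 37 °C, in presence of 76 uM compound. Detection by competitive ADP HTRF, 30 min ambient.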
PTHR1 agonist: qHTS for PTHR1 Agonists: Primary Screen; Parathyroid hormone/parathyroid hormone-related peptide receptor (Homo sapiens), Q03431; HEK293 GP2 PTHR1 cells, GloSensor cAMP luminescence, 1 h; Potency, µM (highest dose often 115 µM), for the others: at the highest dose activation, most hits filed as activators; 410,000 compounds, 0.075% hits; also: potency is read from the fitted curve at half-maximal effect; nearly all actives have a fitted effect of over 55% in size; some results filed as inactive show a strong effect at the top dose; inactives centre near -15; many of its hits are not listed in these tables
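HEK-293-derived GP2 cells expressing PTHR1 and a GloSensor cAMP reporter, 3,000/well, plated overnight, given luciferin plus IBMX (each 0.5 mM as added) for 1 h at 37 °C, then compound for 1 h at 37 °C. Luminescence was read after 15 min at room temperature.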
D3 antag: qHTS of D3 Dopamine Receptor Antagonist: qHTS; D(3) dopamine receptor (Homo sapiens), P35462; D3R cells, DiscoveRx beta-arrestin luminescence, antagonist mode; stronger effect = lower value; max response, negative = inhibition, %; 360,000 compounds, 2.5% hits; AID 652054, 2013; in the data active = max response below about -50%; inconclusive = no clear call, values can overlap the other calls; also: % is scaled to controls: 0 for no effect and ±100 for the full control effect; mostly tested at two doses, the higher about 12 µM
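Cells expressing the human receptor were seeded at 1500 cells/well, incubated overnight at 37 degrees C in 5% CO2, then exposed to library compounds with dopamine controls for 90 minutes at 37 degrees C before luminescent detection.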
MmCpn inh: Inhibitors of TCP-1 ring complex (TRiC) of Methanococcus maripaludis (MmCpn): qHTS; 330,000 compounds, 0.031% hits; Potency, µM (titrated, usually from 76.9 µM), for inactives: at the highest dose activity, negative = inhibition, actives largely listed as inhibitors; purified Mm-Cpn ATPase, ADP Transcreener TR-FRET; Chaperonin Mm-Cpn (Methanococcus maripaludis); also: potency is read from the fitted curve at half-maximal effect; % is scaled to controls: 0 for no effect and ±100 for the full control effect; nearly all actives have a fitted effect of over 80% in size
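ATPase turnover read by TR-FRET ADP competition (Eu cryptate antibody/ADP-d2, 665/590 nm): 10uM ATP final, 25nM Mm-CPN final, 30 min 37degC after 10-min compound preincubation, pH 7.4 Tris/KCl/MgCl2/DTT buffer.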
EPAC2 antag: qHTS for Antagonist of cAMP-regulated guanine nucleotide exchange factor 2 (EPAC2): primary screen; AID 720708, 2013; Rap guanine nucleotide exchange factor 4 (Homo sapiens), Q8WZA2; EPAC2 GEF exchange of Rap1B-BODIPY-GDP, fluorescence; Potency, µM (highest dose often 114 µM), inactives show at the highest dose activity, negative = inhibition, most hits filed as inhibitors; 360,000 compounds, 0.18% hits; also: potency is read from the fitted curve at half-maximal effect; % is scaled to controls: 0 for no effect and ±100 for the full control effect; nearly all actives have a fitted effect of over 45% in size; many of its hits are not listed in these tables
An asterisk follows results filed as active; i = inactive; u = inconclusive; x = not tested or not shown; & = joins results of further samples; [ ] = another dose, or the depositor's remark. Unless noted, calls follow the shape of the dose curve; as a rule, active = well fitted curve in the direction sought with a large enough effect; inconclusive = small, poorly fitted or top-dose-only effect, or another doubt; inactive = no such curve, though single readings can be large; an effect the other way counts as inactive or inconclusive. Only part of the results is shown; count on the stated rates, not on these rows.

mol	MmCpn inh	CCT chaperon mod	D3 antag	EPAC2 ag	Akt phos inh	PTHR1 agonist	D3 ag	EPAC2 antag
CCOC(=O)C1=C(C)NC(C)=C(C(=O)OCC)C1C(=O)OCC(=O)Nc1ccc(NC(C)=O)cc1	x	-1.6	-17	14%	i	i	1	-5%
Cc1onc(-c2c(F)cccc2Cl)c1C(=O)c1ccc(F)cc1	1%	0.3	0	25%	i	i	-6	-1%
Cn1c(=O)c2cc(S(=O)(=O)Nc3ccc4c(c3)OCO4)ccc2n(C)c1=O	-1%	1.9	9	2%	i	-8%[57.5 µM]	21	7%
CC1(C)NC(=O)N(CC(O)CN2CCCCC2)C1=O (stereo not drawn)	-11%	-1.1	9	0%	i	i	-2	8%
COC(=O)[C@H]1C[C@@H]1[C@H](NC(=O)c1cnccn1)c1ccccc1	2%	-0.6	-16	6%	i	-16%	-10	9%
COc1ccc(O)c(C(=O)c2cnc3onc(C(C)C)c3c2)c1	3%	-2.5	17	7%	i	-5%[57.5 µM]	-3	-5%
CCn1cnc2c(Nc3cccc(Cl)c3)nc(C#N)nc21	0%	x	x	4%	x	-36%[inhibitor]	x	7%
CC(C)CNC(=O)c1cccc(NC(=O)c2ccc(NC(=O)c3ccco3)cc2)c1	0%	-0.5	20	-6%	i	-16%[57.5 µM]	11	20%
OC(CN1CCOCC1)Cn1c(-c2cccc(Cl)c2)nc2ccccc21 (stereo not drawn)	-1%	-2.9	-7	9%	i	i	-6	-8%
Cc1ccc(C2NC(=O)c3ccccc3N2)c(C)c1 (stereo not drawn)	x	-2.5	-17	-4%	i	-16%	-13	8%
COc1cccc(S(=O)(=O)N2CCN(C(=O)c3ccco3)CC2)c1	2%	1.4	-13	1%	i	i	4	4%
CCOC(=O)C(CCCOc1ccc(C(C)CC)cc1)C(=O)OCC (stereo not drawn)	-2%	-0.2	0	-14%	i	i	0	-14%
COc1cccc(CNC(=O)C2CCN(c3ncnc4c3nc3n4CCCCC3)CC2)c1	-1%	2.3	11	0%	i	i	7&-7	-7%
C#CCO[C@@H]1C[C@H](n2cnc3c(=O)[nH]c(NC(=O)C(C)C)nc32)O[C@@H]1CO	5%	-0.3	42	2%	i	14%	-8	4%
COC(=O)N1C(=O)[C@](c2ccc(OC)cc2)(C(C)C)N1C(=O)OC	-1%	-0.5	3	6%	i	-26%	8	-4%
O=C(NCc1ccncc1)C(=O)NCC1OCCCN1S(=O)(=O)c1ccccc1 (stereo not drawn)	1%	-4.0	-12	-4%	i	i	2	6%
Cc1cccc(-c2noc(CN(C(=O)C34CC5CC(CC(C5)C3)C4)C(C)C)n2)c1	1%	0.5	u	0%	i	-16%	4	-8%
COC(=O)c1ccccc1NS(=O)(=O)c1cn(C)c(=O)n(C)c1=O	1%	-2.7	6	6%	i	i	7	5%
CCCNC(=O)C1(C)CCN(C(=O)c2ccc3ccccc3c2)C1 (stereo not drawn)	x	-1.8	12	3%	i	-29%	-1	-8%
CC(C)CCN(C(=S)NC(=O)C1CCCCC1)c1c(N)n(Cc2ccccc2)c(=O)[nH]c1=O	5%	1.5	2	-13%	i	i	4	10%
COC(=O)C(C)N(c1ccc(C)cc1)S(=O)(=O)c1c(C)[nH]c(=O)[nH]c1=O (stereo not drawn)	0%	0.8	20	12%	x	22%[57.5 µM]	11	-4%
CN(CCNC(=O)c1cn(C)c2ccc(S(=O)(=O)N(C)C)cc2c1=O)CCc1ccccc1	1%	-2.3	0	13%	i	i	-11	4%
COc1ccccc1NCCC(=O)OCC(=O)NC1CCCCC1	-1%	3.5	10	3%	i	i	8	13%
COc1ccccc1NC(=S)NC(=O)C1CC1	0%	1.8	10	-1%	i	i	4	4%
COC(=O)CN(C#N)c1nc(NC(C)C)nc(OC)n1	0%	-5.1	12	13%	i	u	0	1%
Cc1ccc(S(=O)(=O)NCc2ccc(C(=O)NCCCN3CCN(C)CC3)cc2)cc1	-1%	-0.3	20	1%	i	i	5	4%
Cc1cccc(-n2nnnc2SCC(=O)NC2CCCC2)c1	1%	-0.6	-9	3%	i	u	-5	-13%
Cc1ccc(OCC(=O)Nc2ccccc2N2CCCC2)c(C)c1	-5%	-3.8	5	11%	i	i	2	u
CC(=O)N1CCN(C(=S)c2ccc([N+](=O)[O-])cc2)CC1	1%	-0.2	-21	1%	i	i	-2	0%
O=C(c1ccc(N2CCCC2=O)cc1)N1CCN(c2ccccc2F)CC1	2%	-2.1	-21	3%	i	-9%	8	-3%
COc1ccc(Cl)cc1NC(=O)CN(C)C(=O)c1cc(C)oc1C	0%	-1.4	-2	13%	i	-10%	-1	7%
COCCN(C(=O)CNC(=O)c1ccco1)C(C(=O)NC1CCCC1)c1ccccc1F (stereo not drawn)	0%	-0.9	3	2%	i	i	9	4%
CCOC(=O)[C@]12Cc3c(cc(OC)c(OC)c3OC)[C@H]1N(CCC(=O)OC)C(=O)c1cc(OC)ccc12	x	0.8	6	12%	i	-88%[inhibitor]	-4	8%
CCCCCCCNc1nc(Cl)nc(NCCO)n1	1%	0.8	11	4%	i	i	-1	-8%
Cc1ccc(C)c(-n2nnnc2SCC(=O)NCCC2=CCCCC2)c1	2%	-2.3	12	9%	i	-27%	-2	-9%
CCC(=O)Nc1ccc2c(c1)nc(CCN1CCN(c3ccccn3)CC1)n2C	1%	-1.0	1	2%	i	-7%	38*	1%
CSCCC(NC(=O)c1ccco1)C(=O)N1CCN(c2ccccc2O)CC1 (stereo not drawn)	4%	-4.4	0	12%	i	i	0	2%
COC(=O)[C@H](Cc1ccccc1)NC(=O)NCc1ccc(C)cc1	2%	-1.4	14	11%	i	i	-5	1%
COCCCN(C(=O)Nc1cccc(Cl)c1)C(C)c1ccccn1 (stereo not drawn)	-1%	0.4	-22	4%	x	-20%	2	12%
O=C(CCSc1nc(-c2ccco2)cc(C(F)(F)F)n1)NCc1cccs1	-4%	0.8	-5	-83%[inhibitor][15.6 µM]	x	-8%[57.5 µM]	0	-2%
O=c1[nH]cnc(O)c1C(c1ccc(Br)cc1)c1c(O)nc[nH]c1=O	0%	0.2	1	5%	i	-3%	-2	0%
CCOc1ccc(NC(=O)Nc2cc(C)ccc2F)cc1	-21%	-2.2	30	10%	i	-71%[inhibitor][57.5 µM]	-13	-1%
O=C(CSc1nnc(-c2ccccc2)c(-c2ccccc2)n1)N1CCc2ccccc21	-17%	2.2	-16	-1%	i	-58%	-12	-4%
Cc1ccc(S(=O)(=O)N2CCCCC2)cc1NC(=O)CCN1C(=O)C2CC=CCC2C1=O (stereo not drawn)	1%	-8.7	10	3%	i	-5%	4	-17%
CCn1nc(CCC(=O)O)c2ccccc2c1=O	-1%	-2.8	7	-6%	i	-4%[57.5 µM]	2	3%

4 of the compounds above, as labelled records.
> CCn1nc(CCC(=O)O)c2ccccc2c1=O
  MmCpn inh: -1%
  CCT chaperon mod: -2.8
  D3 antag: 7
  EPAC2 ag: -6%
  Akt phos inh: i
  PTHR1 agonist: -4%[57.5 µM]
  D3 ag: 2
  EPAC2 antag: 3%
> CCC(=O)Nc1ccc2c(c1)nc(CCN1CCN(c3ccccn3)CC1)n2C
  MmCpn inh: 1%
  CCT chaperon mod: -1.0
  D3 antag: 1
  EPAC2 ag: 2%
  Akt phos inh: i
  PTHR1 agonist: -7%
  D3 ag: 38*
  EPAC2 antag: 1%
> Cc1ccc(C)c(-n2nnnc2SCC(=O)NCCC2=CCCCC2)c1
  MmCpn inh: 2%
  CCT chaperon mod: -2.3
  D3 antag: 12
  EPAC2 ag: 9%
  Akt phos inh: i
  PTHR1 agonist: -27%
  D3 ag: -2
  EPAC2 antag: -9%
> CCCCCCCNc1nc(Cl)nc(NCCO)n1
  MmCpn inh: 1%
  CCT chaperon mod: 0.8
  D3 antag: 11
  EPAC2 ag: 4%
  Akt phos inh: i
  PTHR1 agonist: i
  D3 ag: -1
  EPAC2 antag: -8%

(further entries)
mol	MmCpn inh	CCT chaperon mod	D3 antag	EPAC2 ag	Akt phos inh	PTHR1 agonist	D3 ag	EPAC2 antag
O=C(Cc1ccc(Cl)cc1)NCCS(=O)c1ccc(Cl)cc1 (stereo not drawn)	0%	-3.2	-12	1%	i	i	-5	2%
CC(CCn1cccn1)NC(=O)CCc1nnc(C2CCCCC2)o1 (stereo not drawn)	-5%	1.9	6	3%	i	-2%	0	5%
O=C(COc1ccccc1[N+](=O)[O-])OCC(=O)N1CCC(Cc2ccccc2)CC1	4%	-1.4	-5	0%	i	i	7	0%
CCN(C(=O)COC(=O)C1CC1C)c1c(N)n(Cc2ccccc2)c(=O)[nH]c1=O (stereo not drawn)	0%	-2.5	-15	0%	i	i	5	5%
O=C(NCc1ccccc1F)C1CCCN1C(=O)Nc1ccccc1 (stereo not drawn)	1%	-2.8	7	0%	i	i	-3	2%
CS(=O)(=O)N(CC(=O)NCc1ccc2c(c1)OCO2)Cc1ccccc1	-15%	-1.6	u	3%	i	i	3	4%
Cc1cc(C(=O)O)ccc1NCc1ccncc1	u	0.0	-8	9%	i	-23%	-1	-3%
COc1cc(OC)c(C(=O)OCC(=O)N(Cc2ccccc2)C(C)(C)C)cc1OC	-1%	-1.8	-14	6%	i	-10%	0	-9%
N#Cc1c(-c2ccc(F)cc2)cc(C2CC2)nc1SCC(=O)c1cccs1	-20%	1.9	19	8%	i	0%	-4	-6%

Screening data: PubChem, National Center for Advancing Translational Sciences (NCATS)
